mHTT-CaM PPI inh – inhibitors of human mutant huntingtin-calmodulin interaction; P42858; AlphaScreen His-mHTT/GST-CaM binding, luminescence; inhibition, % at 15 µM; 190,000 compounds, 3.6% hits;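 note: 0% = both proteins with DMSO and 100% = one protein alone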
Pf apPOL block – Pf-apPOL DNA polymerase inhibition; Recombinant Pf-apPOL, molecular beacon fluorescence, 1.5 h; inhibition, % at 10 µM; 210,000 compounds, 0.25% hits
The depositor's hits bear a star; i = inactive; / = not tested or not shown; + = active, no number; & = joins results of further samples. Cut-off read from the data, not from the text of the source: active = inhibition above about 50%; inactive = the rest.

Fields: mHTT-CaM PPI inh, Pf apPOL block
1	Cc1ccc(NC(=O)c2cc3ccccc3oc2=O)cc1[N+](=O)[O-]
→ 0, -7
2	CN(C)c1ccc(C(=O)NCc2nn(C)c3ccccc23)cc1
→ 9, -4
3	C/C(=N\OCc1nc2c3c4c(sc3ncn2n1)CCCCC4)c1cccs1
→ i, 2
4	O=C(NCCc1ccccn1)C1CCN(c2ccc(Cl)cc2)C1=O (stereo not drawn)
→ 1, -4
5	O=C(c1ccn2c(-c3ccc(F)cc3)nnc2c1)N1CCN(C2CCCCC2)CC1
→ 6, 0
6	Cn1c(CC2CCN(C(=O)NCCc3ccccc3)C2)nc2cccnc21 (stereo not drawn)
→ 10, -4
7	CCCN(C)C(=O)c1ccccc1N1CCC(N)CC1
→ 7, 1
8	COc1ccc(C(=O)Nc2cccc(C(C)=O)c2)cc1S(=O)(=O)N1CCOCC1
→ 5, -4
9	COCCN1CCn2c1nc(C)c(C)c2=O
→ -15, 0
10	Cc1ccccc1N=C1NC(=O)C(Cc2ccccc2[N+](=O)[O-])S1 (stereo not drawn)
→ 49, -4
11	CC(=O)N(CN1C(=O)c2ccc([N+](=O)[O-])cc2C1=O)c1ccc(Cl)cc1
→ 21, 4
12	COCCN1C(=O)C(=O)C(=C(O)c2ccc(Cl)cc2)C1c1ccc(OCC(N)=O)cc1 (stereo not drawn)
→ 2, -14
13	COc1ccccc1CNC(=O)CN(c1cccc([N+](=O)[O-])c1)S(=O)(=O)c1ccccc1
→ 3, 0
14	O=C(O)/C=C1\Sc2ccccc2N(Cc2ccccc2F)C1=O
→ 33, 25
15	C=CCc1c(C)nc(-c2ccccc2)[nH]c1=O
→ -7, -12
16	COc1ccc(C(=O)Oc2ccc3c(=O)c(Oc4ccccc4OC)coc3c2)cc1
→ 1, -2
17	Cc1nc2c(C(=O)O)c[nH]n2c(=O)c1Cc1ccc(Cl)cc1
→ -4, 35
18	CCCN1CCN(C(=O)c2ccc(-n3nc(C)c4c3CC(C)(C)CC4=O)cc2)CC1
→ 15, 8
19	O=C(Nc1ccc2c(c1)OCCO2)C1CN(S(=O)(=O)C2CC2)CC12CCCCC2 (stereo not drawn)
→ 47, 5
20	COC(=O)C(Cc1c[nH]c2ccccc12)NC(=O)C1CCCN1C(=O)OCc1ccccc1 (stereo not drawn)
→ /, -7
21	O=c1c2sccc2nc(SCc2cccc([N+](=O)[O-])c2)n1Cc1ccc2c(c1)OCO2
→ 12, -2
22	COc1ccc(C(=O)N2CCC(C(=O)Nc3ccc(I)cc3)CC2)cc1
→ 8, -15
23	CN(C)C1=C(C(=O)c2ccccc2)N(CC(=O)c2ccccc2)S(=O)(=O)c2ccccc21
→ 49, -45
24	c1ccc(SCCc2ccncc2)cc1
→ -14, -3
25	OC1(c2ccc(Cl)cc2)CCN(Cc2c[nH]c3ccccc23)CC1
→ /, -6
26	Cc1noc(-c2ccccc2Cl)c1C(=O)NCc1cccc(Cl)c1
→ 10, -4
27	COc1ccc(C)cc1NC(=O)c1cc(S(=O)(=O)N2CCc3ccccc3C2)ccc1F
→ 2, -3
28	O=C1c2ccc([N+](=O)[O-])cc2C(=O)N1CNc1ccc(F)cc1
→ -1, -4
29	Cc1ccc(NC(=O)Nc2cccc(Cl)c2)cc1F
→ -19, 9
30	O=C(Nc1ccc(N=Cc2ccc(O)cc2O)cc1)c1ccc(F)cc1
→ 9, -4
31	CCn1cc(S(=O)(=O)CC(=O)Nc2ccccc2C(F)(F)F)c2ccccc21
→ -3, 0
32	Cc1cc(C)n(C(=O)c2nn(C)cc2I)n1
→ -6, 0
33	COc1ccc(CC(=O)Nc2c3c(nn2-c2cccc(C)c2)CSC3)cc1
→ 31, 1
34	O=C(CSCc1cccc(Br)c1)NC1CC1
→ 3, 2
35	Clc1ccc(-c2nc(-c3ccc(-n4ccnc4)nc3)no2)cc1
→ -3, 2
36	O=C(O)CCC(=O)N1c2ccccc2NC2=C(C(=O)CC(c3ccccc3)C2)C1c1cccnc1 (stereo not drawn)
→ -3, -3
37	O=C(Nc1cnc(-c2ccc(Cl)cc2)nc1)c1cccs1
→ 2, 1
38	Cc1nc(N=CN(C)C)c(Br)cc1Br
→ /, -7
39	N#CC1CCCc2c1[nH]c1ccc(Br)cc21 (stereo not drawn)
→ 13, 0
40	O=C1c2ccc([N+](=O)[O-])cc2C(=O)N1Cc1nc2ccccc2c(=O)o1
→ -1, -2
41	COc1ccc(-n2nnnc2C(=Cc2ccccc2)c2nnnn2-c2ccc(OC)cc2)cc1
→ 8, -2
42	Nc1nc(SCC(=O)Nc2nc3ccccc3s2)[nH]c(=O)c1NC(=O)c1ccco1
→ -6, 5
43	COCCC1CCN(C(=O)c2cncc(Br)c2)CC1
→ 0, -3
44	COc1cc(CN2CCN(c3ccc(C(C)=O)cc3)CC2)c([N+](=O)[O-])cc1OC
→ 22, 8
45	CCCC1c2ccc(C)n2CCN1C(=O)Nc1ccc(OC)cc1OC (stereo not drawn)
→ 28, -4

An excerpt from above in order of SMILES length, lowest first.
Fields: mHTT-CaM PPI inh, Pf apPOL block
39	N#CC1CCCc2c1[nH]c1ccc(Br)cc21 (stereo not drawn)
→ 13, 0
43	COCCC1CCN(C(=O)c2cncc(Br)c2)CC1
→ 0, -3
37	O=C(Nc1cnc(-c2ccc(Cl)cc2)nc1)c1cccs1
→ 2, 1
35	Clc1ccc(-c2nc(-c3ccc(-n4ccnc4)nc3)no2)cc1
→ -3, 2
31	CCn1cc(S(=O)(=O)CC(=O)Nc2ccccc2C(F)(F)F)c2ccccc21
→ -3, 0
40	O=C1c2ccc([N+](=O)[O-])cc2C(=O)N1Cc1nc2ccccc2c(=O)o1
→ -1, -2
44	COc1cc(CN2CCN(c3ccc(C(C)=O)cc3)CC2)c([N+](=O)[O-])cc1OC
→ 22, 8

Following part:
Fields: mHTT-CaM PPI inh, Pf apPOL block
46	Cc1noc(C)c1S(=O)(=O)NCCn1ncc2c(N3CCCC3)ncnc21
→ -10, -12
47	Cc1cc(C)c(-c2ccc(=O)n(CC(=O)NCc3ccc(F)cc3)n2)cc1C
→ 2, -4
48	Cc1ccccc1NC(=O)CN1CCC2(CC1)N=C(c1ccccc1)C(=O)N2
→ -5, -2
49	CCOc1ccc(CCN2C(=O)CCC2(C)C(=O)NCCC(C)C)cc1OCC (stereo not drawn)
→ -12, 0
50	O=C1Cc2ccccc2C(c2ccccc2)N1 (stereo not drawn)
→ -7, -2
51	CCCc1nc(NC(C)=O)c(C#N)c(-c2ccccc2OC)c1CC
→ 18, -7
52	O=C(CN1CCN(c2ccc(Cl)cc2)C1=O)N1CCC(O)CC1
→ -10, -10
53	O=C(Nc1ccc(I)cc1)C1CCN(C(=O)c2cccs2)CC1
→ 5, -2
54	O=c1cc(CN2CCSCC2)nc(-c2cccnc2)[nH]1
→ 7, 2
55	O=C(Nc1cc(Cl)ccc1O)c1cccc(S(=O)(=O)N2CCCC2)c1
→ 51*, -5
56	COC[C@H]1CCCN1c1ccc2c(c1)OCCCN(C1CC1)S2(=O)=O
→ 8, 0
57	CCOC(=O)N1CCN(CC(O)COc2c(C)cc(C)cc2C)CC1 (stereo not drawn)
→ 38, -4
58	COc1ccc(C2=NN(C(=O)CSc3ncccn3)C(c3cccc(OC)c3OC)C2)cc1 (stereo not drawn)
→ 13, -2
59	CCn1c(-c2cc(NC(=O)c3ccncc3)n[nH]2)c(C)c2ccccc21
→ 28, -5
60	COc1ccc(SC[C@H](CC(C)C)N2CCN(C)CCC2=O)cc1
→ 10, -1
61	Cc1cc(C)nc(NS(=O)(=O)c2ccc(NC(=O)c3ccc4c(c3)OCCO4)cc2)n1
→ -6, -2
62	CC1=CC(=O)C(C(C)C)=C/C1=N\Oc1c([N+](=O)[O-])cc(Cl)cc1[N+](=O)[O-]
→ +, 0
63	COc1ccc2cc3cc(C(=O)Nc4ccc5c(c4)OCO5)oc3nc2c1
→ 6, -3
64	Nc1nnnn1CC(=O)N(c1ccccc1)C1(C(=O)Nc2ccccc2)CCCCC1
→ 0, -8
65	CCN1C(=O)CCc2cc(NC(=O)c3ccn(CC)n3)ccc21
→ 1, 0
66	CCOc1ccc(NC(=O)c2ccc(OC)c(Cl)c2)cc1
→ -1, 2
67	O=C(c1ccco1)C(O)c1ccco1 (stereo not drawn)
→ 4, 39&-3
68	Cc1ccc(C)c(NC(=O)C2CCN(S(=O)(=O)c3c(C)n[nH]c3C)CC2)c1
→ -1, -5
69	CC1c2cccn2CCN1C(=O)Nc1cccc(Cl)c1 (stereo not drawn)
→ -5, -5
70	CCCCCc1ccc(-c2ccc(C#N)cc2)nc1
→ -116, -13
71	Cc1ccc(C(=O)Nc2c3c(nn2-c2ccc(C)cc2C)CSC3)cc1
→ 32, -8
72	Cc1ccc(CN2CCc3nc(N4CCCC4)ncc3C2)cc1
→ 12, -1
73	Cc1noc(C)c1S(=O)(=O)N1CCC(CC(=O)NC2CC2)CC1
→ -8, -4
74	COc1cccc(C2=N/C(=C/c3cc(OC)c(OC)c(OC)c3)C(=O)O2)c1
→ 5, -4
75	CCC(C)NC(=O)c1ccc(N2CCC3(CC2)OCCO3)c([N+](=O)[O-])c1 (stereo not drawn)
→ 5, -3

One compound at a time (already shown). Order of screens: mHTT-CaM PPI inh, Pf apPOL block
COc1ccc(C(=O)Oc2ccc3c(=O)c(Oc4ccccc4OC)coc3c2)cc1 across the screens: 1, -2
Nc1nnnn1CC(=O)N(c1ccccc1)C1(C(=O)Nc2ccccc2)CCCCC1 across the screens: 0, -8
O=C(Nc1ccc(N=Cc2ccc(O)cc2O)cc1)c1ccc(F)cc1 across the screens: 9, -4
O=C1Cc2ccccc2C(c2ccccc2)N1 (stereo not drawn) across the screens: -7, -2
COC(=O)C(Cc1c[nH]c2ccccc12)NC(=O)C1CCCN1C(=O)OCc1ccccc1 (stereo not drawn) across the screens: /, -7

Entries listed so far that have a furan ring, fused or not, in the order listed:
Fields: mHTT-CaM PPI inh, Pf apPOL block
42	Nc1nc(SCC(=O)Nc2nc3ccccc3s2)[nH]c(=O)c1NC(=O)c1ccco1
→ -6, 5
63	COc1ccc2cc3cc(C(=O)Nc4ccc5c(c4)OCO5)oc3nc2c1
→ 6, -3
67	O=C(c1ccco1)C(O)c1ccco1 (stereo not drawn)
→ 4, 39&-3

Next structures.
Fields: mHTT-CaM PPI inh, Pf apPOL block
76	N#Cc1cc2c(nc1SC1CC(=O)N(c3ccc(Br)cc3)C1=O)CCC2 (stereo not drawn)
→ 44, 1
77	CC1(C(=O)NCc2cccnc2)CCC(=O)N1Cc1ccc(F)cc1Cl (stereo not drawn)
→ -2, -11
78	Cc1c(C(=O)N2CCOCC2)oc2ccc(S(=O)(=O)N3CCCCC3)cc12
→ 1, -15
79	O=C1OC(c2ccc(Cl)cc2Cl)=N/C1=C\c1cccc(F)c1
→ -2, -445
80	Brc1ccc(-c2noc(-c3cccs3)n2)o1
→ -15, /
81	CC1CN(CC(O)COc2ccccc2C(C)(C)C)CC(C)O1 (stereo not drawn)
→ 13, -2
82	CCN1CCC2(CC1)N=C(c1cccc(OC)c1)CC(c1cccc(OC)c1O)N2 (stereo not drawn)
→ 14, 1
83	NC(=O)/C(=C\c1ccc2c(c1)OCO2)NC(=O)c1ccc(Br)cc1
→ 4, 1
84	CCOC(Cn1c(/C=C/c2ccccc2)nc2ccccc21)OCC
→ -43, -1
85	CCN1c2ccccc2NC2N=C(OC)C(c3ccccc3)C21 (stereo not drawn)
→ 41, -2
86	O=C(NCc1ccc(Cl)cc1)c1ccc(N2CC3CC(C2)c2cccc(=O)n2C3)c([N+](=O)[O-])c1 (stereo not drawn)
→ 59*, -8
87	Cc1ccccc1NC(=O)N1CCc2c(c(COCc3ccccc3)nn2C)C1
→ 9, -4
88	O=C(COc1cccc(Oc2ccccc2)c1)Nc1ccc2c(c1)OCO2
→ 2, -6
89	COc1cc([N+](=O)[O-])ccc1NC(=O)COc1ccc(C)cc1Br
→ -4, -4
90	CCn1c(=O)c2c(ncn2Cc2ccc(F)cc2)n(-c2ccc(C)cc2)c1=O
→ -4, 0

As entered above:
For Pf apPOL block, no. 86 is entered as -8
For Pf apPOL block, no. 63 is entered as -3
For Pf apPOL block, no. 46 is entered as -12
For Pf apPOL block, no. 8 is entered as -4
For Pf apPOL block, no. 55 is entered as -5
For Pf apPOL block, no. 40 is entered as -2
For mHTT-CaM PPI inh, no. 47 is entered as 2

Next compounds
Fields: mHTT-CaM PPI inh, Pf apPOL block
91	COc1cccc(NC(=O)c2cc(OC)cc(OC)c2)c1
→ -6, -6
92	CCOc1nc(-c2ccccc2Cl)nc2ccccc12
→ -66, 0
93	CCOC(=O)C1=C(C)NC2=C(C(=O)c3ccccc32)C1c1ccc(O)c(OC)c1 (stereo not drawn)
→ 35, 4
94	Nc1ccc(Nc2nc(-c3ccccc3)cs2)cc1
→ 97*, 6
95	Cc1cc(OCc2nc(-c3nonc3N)no2)ccc1[N+](=O)[O-]
→ 6, -4
96	COc1cc(/C=C2/N=C(c3cccc(F)c3)OC2=O)cc(OC)c1
→ 20, -3
97	CCN1CCN(C(=O)c2nc(-c3ccc(Cl)cc3)n3c2CCCCC3)CC1
→ 14, 3

Source: PubChem BioAssay
